TDP1 cell CPT: growth inhibition of DT40 Tdp1-/-;hTDP1 cells with camptothecin (screen for TDP1 inhibitors) | AID 686979 | Potency, µM (series often up to 46.2 µM), for inactives: top-dose activity change, negative = growth inhibition, usual class: inhibitors | actives 12% (n = 420,000) | chicken DT40 Tdp1-/-;hTDP1 cells + 20 nM CPT, ATP luminescence, 48 h; also: nearly all actives have a fitted effect of over 55% in size
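Cell growth measured by CellTiter-Glo luminescence after a minimum 48 h, 37 C compound exposure with 20 nM CPT in Tdp1-knockout DT40 cells stably expressing hTDP1, seeded 400/well; qHTS titration format.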
DT40 TDP1 no CPT: qHTS for Inhibitors of human tyrosyl-DNA phosphodiesterase 1 (TDP1): qHTS in cells in absence of CPT; DT40 Tdp1-/- hTDP1 cells, no CPT, ATP luminescence, 48 h; Potency, µM (titrated, usually from 46.2 µM), for the others: at the highest dose activity change, negative = growth inhibition, usual class: inhibitors; actives 15% (n = 420,000); AID 686978, 2013; also: nearly all actives have a fitted effect of over 55% in size
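Cells were dispensed at 400 per well, compounds added by pin tool, plates incubated ≥48 hr at 37 °C, then CellTiter-Glo added for 30 min at room temperature before luminescence reading. Line: DT40 Tdp1-/- complemented with hTDP1; camptothecin omitted.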
GCN5L2 inh: GCN5L2 (KAT2A) acetyltransferase inhibition | Q92830 | GCN5L2 HAT assay, ThioGlo1 CoA-SH fluorescence | Potency, µM (doses to about 58.9 µM), inactives show at the highest dose activity change, negative = inhibition, hits mostly inhibitors | actives 0.21% (n = 390,000) | AID 504327
Target sequence (Q92830 whole entry, looked up): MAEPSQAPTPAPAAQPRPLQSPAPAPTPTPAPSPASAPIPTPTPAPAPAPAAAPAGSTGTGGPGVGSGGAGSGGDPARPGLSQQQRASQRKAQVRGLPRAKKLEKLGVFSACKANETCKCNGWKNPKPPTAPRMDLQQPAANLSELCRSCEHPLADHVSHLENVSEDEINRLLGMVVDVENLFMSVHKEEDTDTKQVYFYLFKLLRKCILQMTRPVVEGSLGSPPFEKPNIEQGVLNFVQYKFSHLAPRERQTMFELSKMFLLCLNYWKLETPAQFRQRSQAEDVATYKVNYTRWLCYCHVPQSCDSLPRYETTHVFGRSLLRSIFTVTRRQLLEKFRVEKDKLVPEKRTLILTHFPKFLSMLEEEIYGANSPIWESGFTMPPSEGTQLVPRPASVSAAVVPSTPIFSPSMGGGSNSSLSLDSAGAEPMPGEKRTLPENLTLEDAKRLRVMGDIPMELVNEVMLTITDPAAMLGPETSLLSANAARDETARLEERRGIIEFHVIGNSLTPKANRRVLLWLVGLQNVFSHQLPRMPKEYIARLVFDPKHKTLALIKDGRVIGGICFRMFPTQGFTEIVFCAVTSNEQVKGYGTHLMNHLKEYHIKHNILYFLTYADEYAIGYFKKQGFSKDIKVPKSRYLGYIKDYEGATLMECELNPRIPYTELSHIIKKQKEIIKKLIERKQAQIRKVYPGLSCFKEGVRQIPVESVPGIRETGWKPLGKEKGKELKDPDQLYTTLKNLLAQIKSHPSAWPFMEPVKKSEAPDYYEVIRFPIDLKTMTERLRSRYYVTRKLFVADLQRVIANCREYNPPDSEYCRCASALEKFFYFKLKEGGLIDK
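Preincubate 20nM GCN5L2 with compound 15 min, RT → add 50uM ThioGlo1 + 75uM H3(1-25) + 70uM acetyl-CoA → read fluorescence 0 and 20 min. Primary qHTS; fluorescent artifacts likely.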
Active calls of the source: *; ? = inconclusive; . = not tested or not shown; [ ] = another dose, or the depositor's remark. Calls follow the shape of the dose curve; as a rule, active = well fitted curve in the direction sought with a large enough effect; inconclusive = small, poorly fitted or top-dose-only effect, or another doubt; inactive = no such curve, though single readings can be large; an effect the other way counts as inactive or inconclusive. % is scaled to controls: 0 for no effect and ±100 for the full control effect; potency is read from the fitted curve at half-maximal effect.

SMILES	TDP1 cell CPT	DT40 TDP1 no CPT	GCN5L2 inh
CCOc1cc(N2CCOCC2)c(OCC)cc1NC(=O)COC(=O)c1c(C)noc1C	?	?	.
COc1ccc(Nc2cc(C(=O)NCCCN3CCOCC3)c3ccccc3n2)cc1	?	-17%	-22%
CCN(CC(=O)Nc1c(C(=O)OC)[nH]c2ccc(Cl)cc12)c1ccc2c(c1)OCO2	?	26µM*	-13%
CCOc1ccc2[nH]c(=O)c(CN(CCO)C(=O)c3ccc(F)cc3)cc2c1	2%	-10%	-2%
CC(C)(C)NC(=O)C(c1ccncc1)N(Cc1ccc(F)cc1)C(=O)c1ccc(-c2ccccc2)[nH]1 (centres undefined)	2%	?	-15%
CCOc1cc(C(=O)NCC(C)(C)CNC(=O)c2cc(OCC)c(OCC)c(OCC)c2)cc(OCC)c1OCC	?	?	.
CC1CCC(NC(=O)c2ccc(CSc3nc4ccncc4n3Cc3ccc(F)cc3)cc2)CC1 (centres undefined)	?	7.3µM*	-5%
O=C(c1ccc(CS(=O)c2ccccc2Cl)o1)N1CCN(C2CCCCC2)CC1 (centres undefined)	?	?	.
NC(=O)CSc1nnc(-c2ccc(S(=O)(=O)N3CCCCC3)cc2)n1-c1ccccc1	?	?	-6%
O=C(Cc1c(F)cccc1Cl)Nc1cccc(S(=O)(=O)NC2=NCCCCC2)c1	-25%	-14%	-26%
COc1ccccc1C(CNC(=O)c1cccc(S(=O)(=O)Nc2ccc(F)cc2)c1)N1CCCC1 (centres undefined)	?	21µM*	.
COc1ccc(C(=O)NNC(=S)NC(=O)c2cc(-c3ccccc3)nc3ccccc23)cc1	?	16µM*	-7%
CCC(=O)N(CCc1ccccc1)Cc1cc2ccc(OC)cc2[nH]c1=O	3%	?	-1%
C=CCn1c(N2CCCC2)nc2c1c(=O)[nH]c(=O)n2C	2%	-10%	-5%
Cc1cc(C)n(-c2cccc(CN(C)Cc3nc(-c4cnccn4)no3)c2)n1	-3%	1%	?
CC1CC(C)CN(C(=O)CCn2c(=O)oc3ccccc32)C1 (centres undefined)	4%	12%	-20%
O=C(C1CCN(S(=O)(=O)c2ccc(-n3cnnn3)cc2)CC1)N1CCN(c2ccccc2)CC1	?	?	-4%
COc1ccc(C(CC(=O)Nc2cc(OC)cc(OC)c2)n2cccc2)cc1 (centres undefined)	?	?	-1%
O=C(c1cc(-c2ccccc2)nc2ccccc12)N1CCCC1	-1%	-22%	2%
COC(=O)c1c(NC(=O)c2cccnc2)sc(C)c1C	-2%	?	-5%[0.501 µM]
Cc1nc2c(C(=O)N3CCOCC3)cnn2c(C)c1Cc1ccc(Cl)cc1	?	?	-9%
Cc1csc2nc(=O)c3ccccc3n12	0%	-6%	-4%
CCN(CC(=O)Nc1ccc(NC(C)=O)cc1)C(=O)CCCc1c[nH]c2ccccc12	1%	14%	-3%
COc1ccc(-n2c(=O)c(-c3ccc(F)c(F)c3)nc3cncnc32)cc1	-6%	2%	-6%

Looked up by structure from the list above:
SMILES	TDP1 cell CPT	DT40 TDP1 no CPT	GCN5L2 inh
CCN(CC(=O)Nc1ccc(NC(C)=O)cc1)C(=O)CCCc1c[nH]c2ccccc12	1%	14%	-3%
Cc1nc2c(C(=O)N3CCOCC3)cnn2c(C)c1Cc1ccc(Cl)cc1	?	?	-9%
COc1ccc(C(CC(=O)Nc2cc(OC)cc(OC)c2)n2cccc2)cc1 (centres undefined)	?	?	-1%
CC1CC(C)CN(C(=O)CCn2c(=O)oc3ccccc32)C1 (centres undefined)	4%	12%	-20%
COc1ccc(-n2c(=O)c(-c3ccc(F)c(F)c3)nc3cncnc32)cc1	-6%	2%	-6%
Cc1cc(C)n(-c2cccc(CN(C)Cc3nc(-c4cnccn4)no3)c2)n1	-3%	1%	?
CCC(=O)N(CCc1ccccc1)Cc1cc2ccc(OC)cc2[nH]c1=O	3%	?	-1%

Following part.
SMILES	TDP1 cell CPT	DT40 TDP1 no CPT	GCN5L2 inh
CCC1CCCCN1C(=S)NC(=O)c1cc(Br)ccc1Cl (centres undefined)	?	?	-2%
CC(C)n1c(CNC(=O)c2ccccc2F)nnc1SCC(=O)c1ccc(F)cc1	6%	-20%	.
COc1ccc(Cl)cc1S(=O)(=O)N1CCCc2ccccc21	-10%	7%	1%
Cc1cc(NC(=O)Nc2cc(Cl)ccc2C)no1	-22%	-7%	-5%
O=C(O)CNS(=O)(=O)c1ccc2c3c(cccc13)C(=O)N2	-1%	-3%	?
CCN1CCCC1Cn1cnc2c([nH]c3cc(OC)ccc32)c1=O (centres undefined)	-2%	0%	-5%
Cc1cccnc1NC(=O)c1ccc2nc(N)sc2c1	-12%	-12%	-15%
CN(CC(=O)Nc1ccc(Cl)c(C(F)(F)F)c1)C(=O)c1cn2ccccc2n1	13µM*	10µM*	-4%
COc1ccc(Cc2nc3ccc(C(=O)N(C)CCO)cc3o2)cc1	0%	-2%	-18%
COc1ccc(CC(O)COS(N)(=O)=O)cc1 (centres undefined)	0%	13%	1%
COc1ccc(N2C(=O)C3CCCN3C2c2cccs2)cc1 (centres undefined)	6%	-5%	-6%
CCOC(=O)CN(C(=O)CSc1nnc(COc2ccc(OC)cc2)n1C)c1ccccc1	-28%	-3%	19%
CCOCCCn1c(=S)[nH]c2cc(C(=O)NCCc3ccccc3)ccc2c1=O	?	6%	-3%
CCNC(=S)N1CCN(c2nc(CC)nc3sc4c(c23)CCCC4)CC1	?	?	0%
Cc1cc(F)ccc1S(=O)(=O)N1CCCOC1CNC(=O)C(=O)NCc1ccccn1 (centres undefined)	1%	-4%	3%
O=C(NCC(c1ccco1)N1CCCCC1)c1ccc(COc2ccccc2)cc1 (centres undefined)	?	?	3%
COc1ccc(S(=O)(=O)N2CCN(Cc3cc(OC)c(O)c(OC)c3)CC2)cc1	-15%	18%	-7%
CC(=O)c1ccc(NC(=O)CSC2=Nc3ccccc3N=C(c3ccc(F)cc3)C2)cc1	16µM*	9.2µM*	?
CCCCCN1C2=NCCN2c2ccccc21	29µM*	16µM*	-8%
CCCCNC(=O)c1c(N)[nH]c(C(=O)c2ccccc2)c1-c1ccccn1	?	?	.
CCOC(=O)C1CN(S(=O)(=O)c2cccs2)c2ccc(CC(=O)OC)cc2O1 (centres undefined)	-1%	16%	1%
CCOC(=O)CSc1nnc(CNC(=O)c2ccc(OC)cc2)n1-c1ccc(OC)cc1	-11%	-8%	-3%
Cc1cccc(NC(=O)/C(C#N)=C/c2ccc(C)o2)c1	-21%	-24%	-4%
C[C@@H]1CN([C@@H](C)CO)C(=O)CCCn2nncc2CO[C@H]1CN(C)Cc1ccc2c(c1)OCO2	-1%	?	.
Cn1nc(C(F)(F)F)c2cc(NC(=O)OCc3ccc(C(C)(C)C)cc3)sc21	-17%	-24%	-1%
CCOC(=O)C(C)Oc1ccsc1C(=O)OC (centres undefined)	-2%	-4%	?
CCOC(=O)N1CCN(C(=O)c2ccccc2SCC(=O)NCC2CCCCC2)CC1	?	-23%	?
Cc1cccn2c(=O)c3cc(C#N)c(=NC(=O)c4cccs4)n(CCCOC(C)C)c3nc12	?	18µM*	-7%
CCN(CC)S(=O)(=O)c1ccc(C(=O)NN(C)C2=NS(=O)(=O)c3ccccc32)cc1	?	-1%	-29%
O=C1CSC(=Nc2cccc(C(=O)O)c2)N1	21%	-3%	1%
O=C(CCc1ccccc1)N=C1SC2CS(=O)(=O)CC2N1Cc1ccc(F)cc1 (centres undefined)	?	-14%	-4%
COC(=O)c1c(C)oc2c1cc(NS(=O)(=O)c1c(C)cc(C)cc1C)c1ccccc12	12µM*	21µM*	0%
CCN(CC(=O)Nc1ccccc1C(F)(F)F)C(=O)c1ccccc1SCC(=O)N1CCCC1	-10%	0%	0%
CC(=O)c1cccc(Nc2c([N+](=O)[O-])c(=O)oc3ccccc23)c1	?	?	1%
CCOc1ccc(CCNC(=O)c2cc3sc(CC)cc3n2C)cc1OCC	15µM*	12µM*	-4%
O=C(c1ccccc1)N1CCN=C1c1ccccc1	13%	5%	0%

Sorted by molar mass (largest number first): part of the list above
SMILES	TDP1 cell CPT	DT40 TDP1 no CPT	GCN5L2 inh
CCN(CC)S(=O)(=O)c1ccc(C(=O)NN(C)C2=NS(=O)(=O)c3ccccc32)cc1	?	-1%	-29%
CCOC(=O)N1CCN(C(=O)c2ccccc2SCC(=O)NCC2CCCCC2)CC1	?	-23%	?
O=C(CCc1ccccc1)N=C1SC2CS(=O)(=O)CC2N1Cc1ccc(F)cc1 (centres undefined)	?	-14%	-4%
CCOc1ccc(CCNC(=O)c2cc3sc(CC)cc3n2C)cc1OCC	15µM*	12µM*	-4%
CCOC(=O)C(C)Oc1ccsc1C(=O)OC (centres undefined)	-2%	-4%	?
O=C(c1ccccc1)N1CCN=C1c1ccccc1	13%	5%	0%

The list goes on:
SMILES	TDP1 cell CPT	DT40 TDP1 no CPT	GCN5L2 inh
Cc1cc(Cl)ccc1OCCCC(=O)NN	11%	-2%	5%
O=C(Nc1nnc(-c2cccs2)s1)C1CC1	18%	-1%	-6%
CC(C)CCN(C)C1CCN(S(=O)(=O)c2cccc(C(F)(F)F)c2)CC1	-10%	-21%	-1%
N#CC1=C(N)c2ccccc2CC12CCCCC2	?	?	-1%
Cc1ccc(S(=O)(=O)N2C[C@@H]3[C@H]4CC[C@H](C4)[C@@H]3[C@@H](C)C2CC(=O)c2ccccc2)cc1 (some centres undefined)	?	23µM*	-6%
CC(=O)NC(c1ccccc1)c1nc(-c2cccc(C(=O)O)c2)cs1 (centres undefined)	-17%	-1%	.
CCC(=O)Nc1ccc(C(=O)OCc2ccc(Cl)c(Cl)c2)cc1	7%	-26%	0%
CCOC(=O)c1ccccc1NC(=O)CSc1ccc(-c2sc(C)nc2C)nn1	15µM*	12µM*	-6%
CCc1nc2ccccc2n(CC)c1=O	-7%	-26%	1%
C=CC[C@H](CC(=O)NCCO)C(=O)N[C@@H](COC(=O)[C@@H](CC=C)Cc1ccc(F)cc1)Cc1c[nH]c2ccccc12	29µM*	23µM*	-7%
Cc1ccc(OCCNC(=O)c2cc(-n3cnnc3)ccc2Cl)cc1C	0%	3%	-5%
C=CCn1c(SCC#N)nc2cc(Cl)ccc2c1=O	?	13µM*	.
COc1ccc(C(O)c2coc3ccc(O)c(CN(C)C)c23)cc1 (centres undefined)	-26%	-25%	-5%
COc1ccc(CN(Cc2ccccc2)C(=O)CN2CCN(C)CC2)cc1COc1ccc(NC(C)=O)cc1	?	18µM*	.
CCOc1ncccc1C(=O)OCC(=O)c1cccs1	-26%	-10%	-7%
COc1cc(/C=C2/S/C(=N/S(=O)(=O)c3ccccc3)NC2=O)c([N+](=O)[O-])cc1OC	-6%	-29%	-23%
CC(C)(C)NCC(O)Cn1cc(C=O)c2ccccc21 (centres undefined)	-7%	-1%	-4%
CCCCc1nn2c(=O)cc(COC(=O)c3cccc(NC(=O)COc4ccccc4)c3)nc2s1	-8%	-10%	21%
OCC[C@@H]1C[C@H](O)[C@@H](O)[C@@]2(Cc3ccccc3O2)O1	0%	23%	2%
NC(=O)c1ccc2c(=O)n3c(-c4cc(Cl)c(N)c(Cl)c4)csc3nc2c1	16µM*	18µM*	-4%
CCN1C(=O)[C@H]2[C@@H](c3ccc(-c4cc(C(C)=O)cs4)cc3)N3CCCC[C@@]3(C(=O)OC)[C@H]2C1=O	?	18µM*	-5%
O=c1oc(-c2ccccc2F)nc2c1cnn2-c1ccccc1	?	23µM*	2%
Cc1onc(-c2c(F)cccc2Cl)c1C(=O)N1CCc2ccccc21	?	?	-17%
COc1ccc([N+](=O)[O-])cc1/C=N/NC(=O)CNC(=O)c1cccc(F)c1	-89%	?	3%
Cc1cccc(CN2[C@@H](CC(C)C)COCCS2(=O)=O)c1	-13%	-28%	.
COc1ccccc1NC(=O)N(C)C[C@H]1OCc2cnnn2CCCC(=O)N([C@H](C)CO)C[C@H]1C	6%	6%	.
CN(CC(=O)Nc1c(Cl)cccc1Cl)C(=O)Cc1ccsc1	-4%	2%	1%
Cc1cc(=O)n2nc(N3CCC(C(=O)Nc4ccc(C)c(Cl)c4)CC3)sc2n1	?	-21%	1%

Source: PubChem BioAssay (National Center for Advancing Translational Sciences (NCATS))

An excerpt, so the mix of outcomes need not match the whole.
